# PLK1 PBD block: qHTS for Inhibitors of PLK1-PDB (polo-like kinase 1 - polo-box domain): Primary Screen. AID 720504, 2013. Plk1 PBD binding of FITC phosphopeptide, fluorescence polarization. 360,000 tested, 2.8% active. Serine/threonine-protein kinase PLK1 (Homo sapiens), P53350. Potency, µM, without a hit: max response, negative = inhibition, hits mostly inhibitors; note: potency is the fitted concentration of half-maximal effect; series mostly up to about 57 µM; % is set by controls: 0 for no effect and ±100 for the full control effect; nearly all actives have a fitted effect of over 65% in size
# PI5P4Ka inh: qHTS for Inhibitors of phosphatidylinositol 5-phosphate 4-kinase (PI5P4K). Phosphatidylinositol 5-phosphate 4-kinase type-2 alpha (Homo sapiens), P48426. PI5P4Kalpha enzyme, ADP-Glo luminescence, 60 min; hits give low values. max response, %. 330,000 tested, 1.2% active. AID 652105, 2013; active = max response of -50% or lower; inconclusive = between -30% and -50%; inactive = -30% or higher; note: value at the top dose of about 77 µM; % is set by controls: 0 for no effect and ±100 for the full control effect
#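 Enzyme plus substrate dispensed, test compounds pinned in, then ATP (5 microM final) added. After 60 min at RT, ADP-Glo reagent 1 for 45 min and reagent 2 for 30 min preceded luminescence imaging.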
# WRN inhibitor: qHTS for Inhibitors of WRN Helicase. Bifunctional 3'-5' exonuclease/ATP-dependent helicase WRN (Homo sapiens), Q14191. WRN helicase unwinding, fluorescent forked duplex, kinetic. Potency, µM (titrated, usually from 114 µM), inactives show top-dose activity change, negative = inhibition, actives largely listed as inhibitors. 360,000 tested, 0.46% active; note: potency is the fitted concentration of half-maximal effect; % is set by controls: 0 for no effect and ±100 for the full control effect; nearly all actives have a fitted effect of over 55% in size
#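 Enzyme (20 nM final) and test compound sit together 15 min at room temperature before substrate addition. Substrate is a single-forked duplex oligonucleotide (100 nM) labelled with fluorophore and quencher, with 2 mM ATP; helicase unwinding raises red fluorescence, read kinetically.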
# FUS suppressor: qHTS for Suppressors of FUS Proteinopathy: Primary screen using FUS-linked yeast assay; Potency, µM (series often up to 76.6 µM), for inactives: at the highest dose growth rescue (activation), actives largely listed as activators; 390,000 tested, 0.24% active; S. cerevisiae FUS-expressing, growth rescue, OD600, 24 h;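 note: potency is the fitted concentration of half-maximal effect; plate controls were DMSO vehicle for no effect and reference control for full effect; nearly all actives have a fitted effect of over 55% in size; some results filed as inactive show a strong effect at the top dose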
#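 Restored growth of FUS-toxic S. cerevisiae, read as 600 nm absorbance after 24 h at 30C in galactose medium (starting OD 0.005). Controls CP55940 and DMSO.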
# Abeta rescue: qHTS for compounds that reverse cellular toxicity of Amyloid beta (A-beta) peptide in yeast: Primary Screen; yeast expressing A-beta42, growth rescue, OD600, 48 h; response scale: 0% DMSO, 100% iron-clioquinol control; Potency, µM (doses to about 46.1 µM), inactives show at the top dose growth rescue, hits mostly activators; 410,000 tested, 0.063% active; note: potency is the fitted concentration of half-maximal effect; nearly all actives have a fitted effect of over 55% in size
#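 Yeast growth medium received pinned compounds, then yeast cells expressing toxic A-beta were added; plates incubated at 30 C for 48 hr. Growth read as absorbance at 600 nm, normalized to DMSO and equimolar FeCl3 plus clioquinol controls.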
# IL2 activator: qHTS of IL-2 Activators. IL-2 activation reporter assay, cell-based qHTS; stimulated with anti-CD3/CD4/CD28 beads; in transgenic mouse T cells. 360,000 tested, 0.065% active. AID 652025, 2013. activation, % (series mostly up to about 46 µM); in the data active = activation above about 50%; inconclusive = mostly about 30% to 49%; note: 0% is about no effect
#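 Screening format: compound pinned onto unstimulated transgenic mouse T cells, 60 min incubation, then anti-CD3/anti-CD4/anti-CD28 bead stimulation for 18 hours at 37 degrees C, followed by EGFP and DsRed detection.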
# EPAC1 agonist: qHTS for Agonist of cAMP-regulated guanine nucleotide exchange factor 3 (EPAC1): primary screen; EPAC1 agonist qHTS, biochemical assay; response scale: 100% = response to 6.5 mM cAMP; Potency, µM (titrated, usually from 154 µM), for the others: top-dose activation, usual class: activators; 360,000 tested, 0.073% active; note: potency is the fitted concentration of half-maximal effect; nearly all actives have a fitted effect of over 60% in size
# Target sequence (O95398 whole entry, looked up): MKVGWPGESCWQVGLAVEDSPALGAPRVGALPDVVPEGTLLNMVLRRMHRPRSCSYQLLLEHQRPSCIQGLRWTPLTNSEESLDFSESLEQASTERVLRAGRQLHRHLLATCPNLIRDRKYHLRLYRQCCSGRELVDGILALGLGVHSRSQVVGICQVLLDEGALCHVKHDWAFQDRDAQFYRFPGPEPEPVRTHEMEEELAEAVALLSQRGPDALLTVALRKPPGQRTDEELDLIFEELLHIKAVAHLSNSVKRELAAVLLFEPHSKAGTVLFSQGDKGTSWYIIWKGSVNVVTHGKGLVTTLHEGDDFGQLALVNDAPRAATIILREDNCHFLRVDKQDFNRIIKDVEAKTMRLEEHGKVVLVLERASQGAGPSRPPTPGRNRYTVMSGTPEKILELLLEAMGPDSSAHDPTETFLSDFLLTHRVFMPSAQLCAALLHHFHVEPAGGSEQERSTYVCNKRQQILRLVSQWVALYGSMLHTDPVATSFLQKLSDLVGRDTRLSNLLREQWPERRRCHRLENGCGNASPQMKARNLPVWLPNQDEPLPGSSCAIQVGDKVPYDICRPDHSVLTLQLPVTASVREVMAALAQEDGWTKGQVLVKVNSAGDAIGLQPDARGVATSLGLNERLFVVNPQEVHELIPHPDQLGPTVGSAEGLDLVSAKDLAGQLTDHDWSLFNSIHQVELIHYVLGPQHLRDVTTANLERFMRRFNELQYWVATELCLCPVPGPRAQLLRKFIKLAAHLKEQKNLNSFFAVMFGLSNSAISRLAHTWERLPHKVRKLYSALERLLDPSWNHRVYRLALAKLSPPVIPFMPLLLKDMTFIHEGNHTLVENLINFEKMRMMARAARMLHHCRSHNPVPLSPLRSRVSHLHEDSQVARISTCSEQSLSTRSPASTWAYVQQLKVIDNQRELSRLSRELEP
#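 Nucleotide exchange by EPAC1 (100 nM) on Rap1B–BODIPY-GDP (250 nM) in the presence of 50 uM GDP is tracked fluorescently at 480/540 nm over 30 min. Signals are normalized to a 6.5 mM cAMP control.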
# EPAC1 antag: qHTS for Antagonist of cAMP-regulated guanine nucleotide exchange factor 3 (EPAC1): primary screen; Rap guanine nucleotide exchange factor 3 (Homo sapiens), O95398; EPAC1 GEF assay, Rap1b-BODIPY-GDP exchange fluorescence; Potency, µM (series often up to 115 µM), inactives show at the top dose activity change, negative = inhibition, usual class: inhibitors; 360,000 tested, 0.14% active; AID 720709, 2013;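 note: potency is the fitted concentration of half-maximal effect; plate controls were vehicle for no effect and positive control for full effect; nearly all actives have a fitted effect of over 50% in size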
# * = called active by the depositor; ? = inconclusive; nt = no result given; & = joins results of further samples; [ ] = another dose, or the depositor's remark. Unless noted, calls come from the whole dose curve; as a rule, active = well fitted curve in the direction sought with a large enough effect; inconclusive = small, poorly fitted or top-dose-only effect, or another doubt; inactive = no such curve, though single readings can be large; an effect the other way counts as inactive or inconclusive.
1) CC(=O)c1c(O)cc(C)n(-c2ccc(F)cc2)c1=O
2) Cc1cc2cc(CNC(=S)NC3CCCCC3)ccc2[nH]1
3) CN(C)c1ccc(S(=O)(=O)c2ccc(Cl)cc2)cc1
4) Cc1ccccc1NC(=O)COC(=O)COc1ccc2ccc(=O)oc2c1
5) CCN(CC)c1nc(C)c(C(=S)Nc2cc([N+](=O)[O-])ccc2Cl)s1
6) COc1ccc(-c2cccc(N3CCN(c4ccccn4)CC3)n2)cc1OC
7) O=C(NCc1ccccc1C(F)(F)F)C1CC(c2cc(C(F)(F)F)cc(C(F)(F)F)c2)=NO1 (stereo not given)
8) Cc1ccc(S(=O)(=O)N2CCC(C(=O)NC3CCCC3)CC2)cc1Cl
Assay by compound	1	2	3	4	5	6	7	8
PLK1 PBD block	-10%	-12%	-7%	-4%	?	1%	10%	-11%
PI5P4Ka inh	1	0	0	-10	-18	-5	5	4
WRN inhibitor	3%	-1%	-24%	7%	3%	-1%	0%	1%
FUS suppressor	-34%	26%	3%	-2%	13%	-9%	3%	43%
Abeta rescue	1%	?	4%	3%	-2%	-6%	28%	-16%
IL2 activator	-3.1	-0.6	-0.1	0.9	2.2	-0.7	-0.2	-2.2
EPAC1 agonist	10%	2%	-10%	-2%	-8%	-4%	-1%	3%
EPAC1 antag	4%	-3%	-6%	0%	3%	1%	-18%	-8%

9) COc1ccc(-c2nc3scc(-c4ccccc4)n3n2)cc1
10) COc1ccc(C2(C)NC(=O)N(CC3CCCCC3)C2=O)cc1 (stereo not given)
11) O=c1c2cc(F)ccc2[nH]c(=S)n1Cc1ccc(F)cc1
12) O=C(c1ccccc1)c1ccc(N2CCOCC2)c(F)c1
13) CC(C)C(NC(=O)c1ccccc1NC(=O)c1ccccc1)C(=O)NCCCn1ccnc1 (stereo not given)
14) CC(=O)C1C(c2ccc(C)cc2)c2c(noc2C)CC1(C)O (stereo not given)
15) CC1CCCN(C(=O)c2nn(C)c3c2CSc2ccccc2-3)C1 (stereo not given)
16) O=C(CNCC1CCCO1)N1CCCCCC1 (stereo not given)
Assay by compound	9	10	11	12	13	14	15	16
PLK1 PBD block	-13%	1%	-2%	-8%	-9%	8%	?	-3%
PI5P4Ka inh	18	0	5	nt	4	3	7	6
WRN inhibitor	-2%	1%[57.1 µM]	7%	-9%	-9%	-2%	-3%	5%
FUS suppressor	30%	-12%	6%	24%	13%	-47%	24%	-12%
Abeta rescue	-1%	5%	18%	-2%	1%	-1%	-6%	-42%[inhibitor]
IL2 activator	-1.9	-0.4	0.6	-1.4	0.2	-0.7	0.8	-0.7
EPAC1 agonist	17%	-1%	-5%	0%	7%	-8%	3%	0%
EPAC1 antag	-1%	-14%	-5%	1%	10%	-1%	-17%	12%

17) CC1=C(C)CC(C(=O)Nc2ccc3c(c2)OCO3)C(C(=O)O)C1 (stereo not given)
18) COc1ccc(-n2c(=O)[nH]c3cc(C(=O)NCCc4ccc(Cl)cc4)ccc3c2=O)cc1OC
19) CCC(C(=O)NCc1ccco1)N(Cc1cccs1)C(=O)CNS(=O)(=O)c1ccccc1 (stereo not given)
20) O=C(CNCc1ccco1)Nc1ccc(Oc2ccccc2)cc1
21) COc1ccccc1N1CC(O)=C(c2nc3ccccc3s2)C1=N
22) CCOC(=O)CN(Cc1ccccc1)S(=O)(=O)c1ccc(NC(C)=O)cc1
23) Cc1cccc(C)c1NC(=O)CNC(=O)CNC(=O)c1ccc2c(c1)OCO2
24) CCCn1c(SCC(=O)NC23CC4CC(CC(C4)C2)C3)n[nH]c1=O
Assay by compound	17	18	19	20	21	22	23	24
PLK1 PBD block	0%	-10%	-4%	-14%	-7%	-5%	-6%	-6%
PI5P4Ka inh	-5	?	-1	2	nt	nt	-6	-1
WRN inhibitor	9%	0%	6%	-2%	-12%	-4%	-9%	0%
FUS suppressor	8%	3%&-24%	-1%	-1%	4%	24%	44%	nt
Abeta rescue	0%	1%&-10%	1%	-11%	-44%[inhibitor]	18%	-13%	7%
IL2 activator	-2.7	-0.5	0.9	-0.3	-0.3	-0.6	0.2	-2.6
EPAC1 agonist	-5%	-2%	5%	5%	15%	-3%	-39%[inhibitor]	-1%
EPAC1 antag	14%	-25%	12%	-22%	-21%	0%	17%	-14%

25) O=C1c2ccccc2C(=O)C1c1ccc2ccccc2n1
26) CC1Cc2ccccc2N1C(=S)Nc1cccc(S(=O)(=O)N(C)C)c1 (stereo not given)
27) CCn1c(C)c(C(=O)O)c2cc(OC)c3ccccc3c21
28) COc1cc(CNc2ncnc3c2ncn3[C@H]2CN(Cc3ccc4c(c3)OCO4)C[C@@H](CO)O2)cc(OC)c1OC
29) CCN1C(=O)NC(c2ccccc2)(c2ccccc2)C1=O
30) Clc1ccc(-n2ncc3c(NCc4cccnc4)ncnc32)cc1Cl
31) O=C(O)CCSCC(=O)c1ccc2c(c1)OCCO2
32) O=C(CSc1ncn(-c2ccccc2)n1)Nc1nc(-c2ccccc2)cs1
Assay by compound	25	26	27	28	29	30	31	32
PLK1 PBD block	1%	-3%	-10%	-3%	2%	-9%	-12%	-6%
PI5P4Ka inh	-2	0	8	-4	2	-6	5	nt
WRN inhibitor	-2%	-5%[57.1 µM]	-5%[57.1 µM]	-1%	9%	13%	1%	4%
FUS suppressor	3%	34%	2%	?	-25%	20%	27%	25%
Abeta rescue	-7%	0%	3%	3%	-10%	-10%	19%	3%
IL2 activator	0.0	-2.3	-3.1	-0.2	0.1	-3.9	-0.2	-3.0
EPAC1 agonist	-6%	6%	8%	-9%	-5%	1%	-1%	1%
EPAC1 antag	3%	?	8%	-7%	-11%	20%	-16%	11%

# An excerpt of these results, field by field.
30	Clc1ccc(-n2ncc3c(NCc4cccnc4)ncnc32)cc1Cl
- PLK1 PBD block: -9%
- PI5P4Ka inh: -6
- WRN inhibitor: 13%
- FUS suppressor: 20%
- Abeta rescue: -10%
- IL2 activator: -3.9
- EPAC1 agonist: 1%
- EPAC1 antag: 20%
31	O=C(O)CCSCC(=O)c1ccc2c(c1)OCCO2
- PLK1 PBD block: -12%
- PI5P4Ka inh: 5
- WRN inhibitor: 1%
- FUS suppressor: 27%
- Abeta rescue: 19%
- IL2 activator: -0.2
- EPAC1 agonist: -1%
- EPAC1 antag: -16%
32	O=C(CSc1ncn(-c2ccccc2)n1)Nc1nc(-c2ccccc2)cs1
- PLK1 PBD block: -6%
- PI5P4Ka inh: nt
- WRN inhibitor: 4%
- FUS suppressor: 25%
- Abeta rescue: 3%
- IL2 activator: -3.0
- EPAC1 agonist: 1%
- EPAC1 antag: 11%

# Next part.
33) Cc1c(Cl)c(-c2n[nH]c(=S)n2Cc2ccco2)nn1C
34) Cc1cccc(N2C(=O)c3ccc(C(=O)Nc4ccccn4)cc3C2=O)c1
35) CC(C)C(NC(=O)CN(c1ccc2c(c1)OCCO2)S(=O)(=O)c1ccccc1)C(C)C
36) OCc1c(OCc2cccc(F)c2)ccc2ccccc12
37) CCCN1CNC(=S)N(c2cccc(C)c2C)C1
38) O=S(=O)(NC1=NCCC1)c1cccs1
39) Cc1ccc(C2C(C#N)C(C#N)N3CCCN23)cc1 (stereo not given)
40) CCc1cccc(C)c1NC(=O)CN1C(=O)NC(C)(CCC(C)C)C1=O (stereo not given)
Assay by compound	33	34	35	36	37	38	39	40
PLK1 PBD block	-7%	-4%	-3%	-8%	5%	-1%	?	-8%
PI5P4Ka inh	2	-3	5	5	nt	nt	1	0
WRN inhibitor	-3%	-5%	8%	-2%	5%	-9%	6%	-3%
FUS suppressor	9%	-37%	25%	-7%	7%	-30%	-8%	-5%
Abeta rescue	8%	-2%	22%	-5%	22%	14%	2%	15%
IL2 activator	-2.1	0.2	0.8	0.8	-0.3	-0.1	-0.5	0.9
EPAC1 agonist	2%	1%	7%	9%	0%	6%	-1%	1%
EPAC1 antag	-10%	4%	-10%	-22%	1%	2%	4%	13%

41) C=CCOc1ccc(/C=C/C(=O)OCC(=O)NC(C)c2ccc(F)cc2)cc1 (stereo not given)
42) CN1CCN(S(=O)(=O)c2cccc(C(=O)Nc3cc(C(N)=O)cc(C(N)=O)c3)c2)CC1
43) COc1ccc(Cc2c(Cl)ncnc2Cl)cc1
44) CC(=O)NC1CSCC1OC(C)=O (stereo not given)
45) NC(=O)C1CCN(C(=O)/C=C/c2cc(Br)ccc2F)CC1
46) COc1ccc(Cl)cc1C(=O)OCC(=O)N1CCCC(C)C1 (stereo not given)
47) Cc1ccc(CSCC(=O)NCc2ccc3c(c2)OCO3)cc1
48) COc1ccc(OC)c(N=Cc2c(O)c3ccccc3oc2=O)c1
Assay by compound	41	42	43	44	45	46	47	48
PLK1 PBD block	-7%	-2%	-1%	-2%	-12%	1%	-8%	-18%
PI5P4Ka inh	2	-23	1	2	6	0	-4	0
WRN inhibitor	-2%	-22%	7%	6%	1%	4%	-6%	0%
FUS suppressor	4%	10%	nt	-5%	6%	-2%	13%	-16%
Abeta rescue	-8%	-4%	-9%	18%	-13%	1%	-17%	-11%
IL2 activator	-4.0	0.5	-0.9	0.8	0.4	-0.2	2.1	-0.5
EPAC1 agonist	-5%	1%	8%	-5%	7%	-5%	7%	9%
EPAC1 antag	2%	-6%	13%	10%	5%	-4%	-7%	-4%

49) O=c1c2ccccc2nc(COc2ccccc2)n1/N=C/c1cn[nH]c1-c1ccccc1
50) CCOc1ccc(NC(=O)CSc2nc3ccsc3c(=O)n2CCC(=O)O)cc1
51) CCCCN1C(=O)C(=O)N(CC(=O)Nc2cc(S(=O)(=O)N(C)C)ccc2C)C1=O
52) Cc1ccc(S(=O)(=O)NN2C(=O)c3ccccc3NC2c2ccccc2F)cc1 (stereo not given)
Assay by compound	49	50	51	52
PLK1 PBD block	-2%	-5%	5%	-6%
PI5P4Ka inh	3	-1	2	-8
WRN inhibitor	-11%	-6%	1%	-1%
FUS suppressor	?	0%	-1%	-12%
Abeta rescue	2%	3%	-2%	-8%
IL2 activator	0.8	1.3	2.7	2.5
EPAC1 agonist	8%	12%	8%	1%
EPAC1 antag	11%	-8%	2%	-8%

# Source: PubChem
